Assay outcomes: PubChem, Emory University Molecular Libraries Screening Center
14-3-3 PPI – 14-3-3 gamma protein interaction modulation; P61981; inhibition, % at 40 µM; FP, 14-3-3gamma / TMR-pS259-Raf peptide binding; hit rate 0.19% among 160,000; AID 422; in the data active means inhibition above about 30%;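 further: 0% = protein plus tracer without compound and 100% = blank with tracer alone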
Target sequence (P61981 whole entry, looked up): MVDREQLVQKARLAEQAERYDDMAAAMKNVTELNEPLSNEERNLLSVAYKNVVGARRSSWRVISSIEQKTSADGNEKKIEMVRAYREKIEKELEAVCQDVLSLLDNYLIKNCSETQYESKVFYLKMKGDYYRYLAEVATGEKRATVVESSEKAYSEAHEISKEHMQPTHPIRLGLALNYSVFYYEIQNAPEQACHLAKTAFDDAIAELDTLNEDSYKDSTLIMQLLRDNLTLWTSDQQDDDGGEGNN
* hit, by the source's call; & = joins results of further samples.

14-3-3 PPI	compound
-5	COCCCN1C(=O)C(O)=C(C(=O)c2ccco2)C1c1ccccc1 (stereo not drawn)
-3	OC(CN1CCCC1)Cn1c2ccc(Cl)cc2c2cc(Cl)ccc21 (stereo not drawn)
-2	Cc1nn(Cc2ccccc2Cl)c(C)c1NC(=O)c1noc2c1CCCCC2
-2	O=C(NC1CCCc2ccccc21)c1ccc(CNc2c(N3CCOCC3)c(=O)c2=O)cc1 (stereo not drawn)
-8	CCCCn1cc[n+](CC(=O)c2ccc(Cl)s2)c1C
0	N#Cc1ccccc1CSc1nc(O)cc(=O)[nH]1
-22	Cc1nn(Cc2ccc(Cl)cc2)c(C)c1NC(=O)CCS(=O)(=O)c1nc(-c2cccs2)cc(C(F)(F)F)n1
-9	Cc1coc2cc3oc(=O)c4ccccc4c3cc12
-3	CC(=O)Nn1cc2c(=O)n(C)c(=O)n(C)c2c1
-3	O=c1c2cc3c(cc2[nH]c(=S)n1C1CCCCCC1)OCO3
-24	O=C1NC(c2ccccc2OCc2ccccc2)Nc2sc3c(c21)CCCC3 (stereo not drawn)
4	O=C(C1CC(=O)N(c2ccccc2)C1)N1CCN(C2=NS(=O)(=O)c3ccccc32)CC1 (stereo not drawn)
-4	CCOC(=O)C1CCN(S(=O)(=O)c2c(C(C)C)cc(C(C)C)cc2C(C)C)CC1
-1	c1ccc(-n2ncc3c(NCc4cccs4)ncnc32)cc1
-259	O=C(Nc1ccc(-c2nc3ccccc3o2)c(O)c1)c1ccc(OCc2ccccc2)cc1
-2	CCOc1cc(C2C(C(=O)OC)=C(C)N=C3SC(C)C(=O)N32)ccc1OC(C)=O (stereo not drawn)
-3	O=C(c1cccc(N2C(=O)C3C4C=CC(C4)C3C2=O)c1)N1CCCc2ccccc21 (stereo not drawn)
-3	CSc1nc(-c2ccccc2)nc(N2CCCC2)c1C(C)=O
3	Cc1ccc(Cn2c(N)nc3ccccc32)cc1
-1	CCCc1c(C)c2cc3c(C)coc3cc2oc1=O
5	Cc1c(-n2c(CN3C(=O)c4ccccc4C3=O)nc3ccccc3c2=O)c(=O)n(-c2ccccc2)n1C
1	Cc1cc2c(=O)n(CC(=O)NCCC3=CCCCC3)cnc2s1
-2	COc1ccc2[nH]c(C)c(C(=O)CN3CCc4cc(OC)c(OC)cc4C3)c2c1
-22	CC1(C)CC(n2c(SCC#N)nc3c(c2=O)C2(CCCCC2)Cc2ccccc2-3)CCO1 (stereo not drawn)
-3	N#Cc1ccc(CSc2nnc(-c3cnccn3)o2)cc1
-9	COC(=O)c1ccccc1NC(=O)CSc1nnnn1-c1ccc(C)cc1C
10	CCOc1nc2ccccc2nc1NS(=O)(=O)c1ccccc1
-8	N#Cc1c(N)[nH]c(=S)c(C#N)c1-c1ccccc1
-3	COc1ccccc1-c1c(C)oc2cc(OC(=O)c3ccco3)ccc2c1=O
-8	CC1=C(C(=O)Nc2cc(C)ccn2)C(c2cccc(Br)c2)C2=C(CCCC2=O)N1 (stereo not drawn)
2&-10	COCCn1c(=S)[nH]c2cc(C(=O)N3CCc4ccccc43)ccc2c1=O
-1	COc1ccc(-c2[nH]ncc2-c2ccc(Cl)cc2)c(O)c1
-2	c1ccc(N2CCN(CCc3nnc4n3CCCCC4)CC2)cc1
5	Cc1ccc(-c2nnc(SCC(=O)NC(C)(C)C)nc2-c2ccc(C)cc2)cc1
5	CCOc1ccc(C2CC(=O)NC3=C2C(=O)CCC3)cc1Cl (stereo not drawn)
0	CC1(C)Cc2ccccc2C(Nc2ccc(Cl)cc2)=N1
-5	COc1ccc(N2CCN(S(=O)(=O)c3cccc(C(F)(F)F)c3)CC2)cc1
-1	C[n+]1cccc(C2CCCCN2C(=O)c2ccccc2)c1 (stereo not drawn)
-2	CCOc1ccc(C2=CC(c3cccc(OC)c3OC)n3ncnc3N2)cc1Cl (stereo not drawn)
-7	Cn1cnnc1SCc1ccc2nonc2c1
-13	O=C(CN1CCN(c2nc(-c3ccccc3)cs2)CC1)NCc1ccc2c(c1)OCO2
0	COC(=O)c1cnc(N2CCCCCC2)c2ccccc12
-1	COc1ccc(Cl)cc1C(=O)Nc1cc(-c2nc3ncccc3o2)ccc1Cl
-21	Cc1c(C(=O)N2CCc3ccccc3C2)sc2nc(SCC#N)n(CCc3ccccc3)c(=O)c12
1&4	COCCCNC(=O)CCCn1c(=O)[nH]c2ccccc2c1=O
-1	O=C(O)C1CCC(CNC(=O)C2CCCN(S(=O)(=O)c3cccc4nsnc34)C2)CC1 (stereo not drawn)
-11	c1ccc(CC(CCNCc2ccco2)c2ccco2)cc1 (stereo not drawn)
-2	O=C(Cn1c(SCC(=O)NC2CCCC2)nnc1-c1ccncc1)Nc1ccc2c(c1)OCO2
4&11	CCC(CC)C(=O)NCCc1cc2cc(C)c(C)cc2[nH]c1=O
-2	CCOC(=O)c1c(NC(=O)c2ccc(Cl)cc2NS(=O)(=O)c2ccc(C)cc2)sc2c1CCCC2
-2	COC(=O)C1=C(C)N(CCC2=CCCCC2)C(=O)C1
-4	Cc1cc(C(=O)NCc2ccccc2)c(=O)[nH]c1C
-2	O=C(OC(c1ccccc1)c1nccc2ccccc12)c1cccs1 (stereo not drawn)
-13	Cc1cc(C)n(S(=O)(=O)c2ccc(Cl)c3ccccc23)n1
-15	CC1=C(C(=O)OCc2ccccc2)C(c2ccccc2C(F)(F)F)CC(=O)N1 (stereo not drawn)
-3	O=C(Nc1ccccc1C(F)(F)F)c1ccc(F)c(S(=O)(=O)N2CCN(c3ccccc3)CC2)c1
0	CCOC(=O)c1sc(=S)n(-c2cc(F)ccc2F)c1N
2	COc1ccccc1CNC(=O)c1sc(=S)n(CCc2ccccc2)c1N
-5	COc1cccc(C2C3=C(CCCC3=O)Nc3nc(SCc4ccccc4Cl)[nH]c(=O)c32)c1 (stereo not drawn)
-12	COc1ccc(N2C(=O)C3C(C2=O)C2C=CC3C23CC3)c([N+](=O)[O-])c1 (stereo not drawn)

(more compounds)
14-3-3 PPI	compound
-17	CCOCCCNC(=O)c1cc(-c2ccc(Br)s2)nc2ccccc12
-9	COC(=O)C1=C(N)OC2=C(C(=O)CCC2)C1c1ccccc1Cl (stereo not drawn)
-6	COc1ccccc1C(=O)Nc1cc(-c2nn3c(C)nnc3s2)ccc1C
-44	CN1/C(=C\C(=O)C(F)F)C(C)(C)c2ccccc21
1	CCOC(=O)c1sc2nc3c(cc2c1N)COC(C)(C)C3
-2	Cc1ccc2nc(NC(=O)c3cccc([N+](=O)[O-])c3)sc2c1
2	C#CCOC(=O)CN1C(=O)c2cccc3cccc(c23)C1=O
-6	Cc1cc(-c2ccccc2)nc(N2CCN(c3ccccn3)CC2)n1
-27	COc1ccc(C(=O)Nc2cccc3c2C(=O)c2ccccc2C3=O)cc1
-6	Cc1ccc(Cl)cc1NC(=O)CN(c1ccccc1)S(=O)(=O)c1ccccc1[N+](=O)[O-]
-6	CCOc1cccc2c1OC(c1ccccc1Cl)N1N=C(c3cccs3)CC21 (stereo not drawn)
4	O=C1Oc2c(ccc3ccccc23)C1(O)C(F)(F)F (stereo not drawn)
4	O=C(NCCSc1ccccn1)c1cccc(Cl)c1
6	O=C1CC(c2ccc(Cl)cc2)c2cc3c(cc2N1)OCCO3 (stereo not drawn)
-15	Cc1ccc(-c2nc3ccccc3s2)cc1NC(=O)Cc1ccccc1

3 of the compounds above, as labelled records.
> CCOC(=O)c1sc2nc3c(cc2c1N)COC(C)(C)C3
- 14-3-3 PPI: 1

> Cc1ccc2nc(NC(=O)c3cccc([N+](=O)[O-])c3)sc2c1
- 14-3-3 PPI: -2

> C#CCOC(=O)CN1C(=O)c2cccc3cccc(c23)C1=O
- 14-3-3 PPI: 2

Molecules above with an NH in an aromatic ring:
14-3-3 PPI	compound
0	N#Cc1ccccc1CSc1nc(O)cc(=O)[nH]1
-3	O=c1c2cc3c(cc2[nH]c(=S)n1C1CCCCCC1)OCO3
-2	COc1ccc2[nH]c(C)c(C(=O)CN3CCc4cc(OC)c(OC)cc4C3)c2c1
-8	N#Cc1c(N)[nH]c(=S)c(C#N)c1-c1ccccc1
2&-10	COCCn1c(=S)[nH]c2cc(C(=O)N3CCc4ccccc43)ccc2c1=O
-1	COc1ccc(-c2[nH]ncc2-c2ccc(Cl)cc2)c(O)c1
1&4	COCCCNC(=O)CCCn1c(=O)[nH]c2ccccc2c1=O
4&11	CCC(CC)C(=O)NCCc1cc2cc(C)c(C)cc2[nH]c1=O
-4	Cc1cc(C(=O)NCc2ccccc2)c(=O)[nH]c1C
-5	COc1cccc(C2C3=C(CCCC3=O)Nc3nc(SCc4ccccc4Cl)[nH]c(=O)c32)c1 (stereo not drawn)

Other results follow.
14-3-3 PPI	compound
-3	CCc1ccc(Nc2cc(C(=O)O)c3ccccc3n2)cc1
-11	CC1C(c2ccccc2)C(C#N)(C#N)C2(C#N)CC1(O)NC2=O (stereo not drawn)
-3	CCCCOCC(O)CN1CCOCC1 (stereo not drawn)
-1	CCOC(=O)c1oc2c(CN3CCCCC3C)c(O)ccc2c(=O)c1-c1ccc(OC)c(OC)c1 (stereo not drawn)
-17	O=C(COc1ncnc2ccc(Br)cc12)Nc1ccc(N2CCOCC2)cc1
6&4	Cc1ccc(CNC(=O)C2c3ccccc3C(=O)N3CCc4ccccc4C23)o1 (stereo not drawn)
9	Cc1nc(Cl)c2c(n1)NC(=O)CO2
0	C=C(C)c1nc(N)nc(N)n1
-6	CCOC(=O)N1CCN(C(=O)c2ccc3c(c2)NC(=O)C(N2CCOCC2)S3)CC1 (stereo not drawn)
1	CCCCSc1nnc2nc(C)cc(C)n12
0	COc1ccc(S(=O)(=O)N2CCN(c3ccc(C)cc3C)CC2)cc1OC
0	COC(=O)c1cccc(C(=O)Nc2ccc(C)cc2)n1
-16	COC(=O)c1c(C)oc2c1cc(NS(=O)(=O)c1ccc3ccccc3c1)c1ccccc12
-7	CC(C)(C)c1ccc(-c2nnc(N)s2)cc1
-250	COc1ccccc1NC(=O)c1c(NCc2ccc(OC)c(OC)c2)sc2c1CCC2
-4	O=C(CN1C(=O)C2CCCCC2C1=O)Nc1ccc(S(=O)(=O)Nc2ncccn2)cc1 (stereo not drawn)
-13	COc1cccc(NC(=O)c2nc3ncccn3n2)c1
-1	O=C(O)c1ccc(S(=O)(=O)N2CCC(c3nc(-c4ccccc4Cl)no3)CC2)cc1
3	Cc1sc2c(c1C)c(=O)n(-c1ccc(F)cc1)c(=O)n2Cc1cccc([N+](=O)[O-])c1
2	CCCc1nn(C)c2c1C(c1cccnc1)C(C#N)=C(N)O2 (stereo not drawn)
-1	Cc1ccccc1NC(=O)N1CCCC(c2nc(-c3ccc(F)cc3)no2)C1 (stereo not drawn)
0	O=c1ccc2cc(S(=O)(=O)N3CCOCC3)ccc2o1
-5	CCCOc1ccc(OC(=O)c2cccc([N+](=O)[O-])c2)cc1
-4	CCC(c1nnnn1C(C)(C)C)N(CCOC)Cc1cc2cccc(C)c2n2nnnc12 (stereo not drawn)
-8	CCC(=O)Nc1cc2c(cc1C(=O)c1ccccc1)OCCO2
1	CC(=O)N(C(=O)CNC(=O)Cn1cnc2sc3c(c2c1=O)CCCC3)c1cccc(N)c1
2	COc1ccccc1N(CC(=O)Nc1ccccc1C(F)(F)F)S(=O)(=O)c1ccc(C)cc1
-1	O=C(O)Cc1ccc(NC(=O)C2CCCCC2C(=O)O)cc1 (stereo not drawn)
0	CCCOc1ccc(C(=O)C(c2ccccc2)N2CCOCC2)cc1 (stereo not drawn)
-35	COc1ccc(C(=O)Nc2ccc3oc(-c4ccc(Br)cc4)nc3c2)cc1OC
2	O=C(NC1CCCCCC1)c1ccc(N2CCCCCC2)c([N+](=O)[O-])c1
-6	COC(=O)c1c(NC(=O)c2ccc(OC)c(OC)c2)sc(C)c1C
2	COC(=O)c1cc(=O)nc2sc(-c3ccccc3)nn12
-1&-5	CC1(C2(O)CC(c3ccccc3)ON2)CCCCC1 (stereo not drawn)
-20	O=C(c1ccc([N+](=O)[O-])cc1)N1CCN=C1SCc1cccnc1
3	CCOc1ccc(/C(O)=C2\C(=O)C(=O)N(Cc3cccnc3)C2c2ccc(C(C)(C)C)cc2)cc1 (stereo not drawn)
1	O=C(CCc1ccccc1)Nc1nc2n(n1)C(c1ccccc1)CC(=O)N2 (stereo not drawn)
-1	NC(=O)c1cc2c(ccc3ccccc32)oc1=Nc1ccc(F)cc1
-4	O=c1c2ccc(Cl)cc2[nH]c(=S)n1-c1ccc(Oc2ccccc2)cc1
-6	COc1ccc(C/C(N)=N/n2cnnc2)cc1Cl
2	CC(C)CCNc1ncnc2c1sc1nc(CC(C)C)c3c(c12)CC(C)(C)OC3
1	O=C(c1ccc(Cl)cc1)N1CCN(c2c(Cl)cccc2[N+](=O)[O-])CC1
-5	COc1ccc(N(CC(=O)Nc2cccc(Br)c2)S(=O)(=O)c2ccccc2)c(OC)c1
10	O=C(NCCC1=CCCCC1)c1ccc(Sc2ccc(F)cc2)c([N+](=O)[O-])c1
-4	CC1(C)CC(CCC(=O)Nc2ccc(S(N)(=O)=O)cc2)C(=O)O1 (stereo not drawn)
12	COc1ccc(-n2c(SCc3cc(=O)n4ccccc4n3)nc3ccsc3c2=O)cc1
3	NC(=O)c1ccc(-n2nnnc2Oc2ccccc2)cc1
-6	CCOC(=O)c1cccc(NC(=O)COc2c(C)ccc(C)c2C)c1
-7	O=C(CCc1nc(-c2ccccc2F)no1)NCC1(c2ccccc2)CCCC1
-5	Nc1ncnc(N2CCCc3ccccc32)c1[N+](=O)[O-]
0	Cc1ccc(-n2nc3c(c2NC(=O)c2ccc(S(=O)(=O)N4CCCCC4)cc2)CS(=O)(=O)C3)c(C)c1
-2	COc1cc(CO)cc(Br)c1OCC(=O)N1CCCCC1
-24	N#CC1(C#N)C(c2cccc(I)c2)C(C(N)=O)N2C=Cc3ccccc3C21 (stereo not drawn)

Not all compounds are listed; count on the stated rates, not on these rows.
